PABP1 MLLE inh – blocks PAM2 peptide binding to the PABP1 MLLE domain. P11940. GST-MLLE / FITC-PAM2 fluorescence polarization. inhibition, % at 20 µM. actives 0.36% (n = 360,000). AID 588489; in the data active = inhibition above about 35%, passing the limit was not always enough;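 note: plate controls were DMSO wells with GST-MLLE for no effect and wells lacking GST-MLLE protein for full effect; some results filed as inactive read as strong as hits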
STEP inh – inhibitors of human striatal-enriched phosphatase STEP | actives 0.25% (n = 360,000) | inhibition, % at 20 µM | recombinant STEP, OMFP fluorogenic substrate, fluorescence | P54829 | AID 588621;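 active = inhibition at 20 µM, scaled per plate between control wells, above about 37%, limit read from the data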;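 note: 0% = DMSO with enzyme and substrate and 100% = substrate only without enzyme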
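Assay system: isolated STEP enzyme. Buffer or medium: pH 6.0 Bis-Tris with DTT and Tween 20. Also added: fluorogenic phosphatase substrate OMFP at 25 µM final. Dosing: 20 µM, 1% DMSO. Timing: 20 min reaction, room temperature, in the dark. Measured by: fluorescence intensity, excitation 480 nm, emission 540 nm. Evaluation: normalized % inhibition.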
Scp-1 inhibitor – inhibitors of human Scp-1 phosphatase; Recombinant Scp1, phosphopeptide, malachite green phosphate absorbance; Q9GZU7; actives 0.88% (n = 340,000); inhibition, % at 20 µM; AID 493091;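 active = inhibition above about 50% at 20 µM, limit read from the data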;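 note: plate controls were DMSO wells with enzyme for no effect and wells lacking enzyme for full effect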
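Test system: SCP-1 phosphatase catalytic domain, residues 76-261; measured by: colorimetric phosphate reagent with accelerator and stabiliser, absorbance at 630 nm; timing: enzyme reaction 45 min at room temperature, colour 5 min, stabilisation 30 min; also added: Phosphorylated 17-residue peptide substrate; compound dosing: one concentration, 20 µM, with 1.0% DMSO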
DNMT1 block – DNMT1 (human) enzyme inhibition; actives 0.83% (n = 360,000); inhibition (reported as % activation of signal), % at 10 µM; DNMT1 molecular beacon, Hinp1I cleavage, fluorescence; P26358; in the data active = inhibition above about 50%
Tb MetRS inh – blocks T. brucei methionyl-tRNA synthetase activity; purified T. brucei MetRS, ATP depletion, Kinase-Glo luminescence; inhibition, % at 11.9 µM; actives 0.4% (n = 360,000);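 active = inhibition above a per-plate cutoff of the control wells' mean inhibition plus 3 SD, cut at about 5.5% in these data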;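 note: 0% = DMSO wells median and 100% = median of wells with control inhibitor compound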
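Measured by: Kinase-Glo luciferase luminescence reporting remaining unconsumed ATP. Material: purified T. brucei MetRS enzyme. Doses: 11.9 µM compound single dose, 0.9% DMSO. Medium: HEPES buffer containing pyrophosphatase, BSA, spermine, DTT. Times: 15 min preincubation, 2 h reaction, all 25 °C. Reagent: methionine, ATP and bulk E. coli tRNA.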
LMPTP inh – LMPTP (human) inhibition | P24666 | recombinant LMPTP-A, OMFP fluorogenic substrate, fluorescence intensity | inhibition, % at 20 µM | actives 0.22% (n = 360,000);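 active = compounds that cut the enzyme signal by at least half of the control window in the single-dose screen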;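 note: plate controls were DMSO wells with enzyme plus substrate for no effect and substrate without enzyme for full effect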
Target sequence (P24666 whole entry, looked up): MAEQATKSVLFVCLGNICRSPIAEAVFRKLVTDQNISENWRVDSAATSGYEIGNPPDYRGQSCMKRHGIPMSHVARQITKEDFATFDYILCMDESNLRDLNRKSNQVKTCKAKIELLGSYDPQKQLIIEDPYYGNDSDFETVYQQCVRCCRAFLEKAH
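Test system – LMPTP-A enzyme · Amount – LMPTP-A at 0.625 nM final in the reaction · Buffer or medium – Bis-Tris pH 6.0, DTT, detergent · Reagent – OMFP 400 µM · Doses – single 20 µM dose · Schedule – reaction 50 min, room temperature, dark · Detection – fluorescence intensity of OMFP turnover product · Evaluation – percent inhibition versus substrate-only and uninhibited controls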
Rpn11 block – Rpn11 (human) deubiquitinase inhibition; AID 588493; calls only at 20 µM; human 26S proteasome, Ub4-pepOG fluorescence polarization; 20S core pre-blocked with epoxomicin; actives 0.59% (n = 360,000);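 active = inhibition at 20 µM, scaled to each plate's controls, above about 33%, limit read from the data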
Target sequence (O00487 whole entry, looked up): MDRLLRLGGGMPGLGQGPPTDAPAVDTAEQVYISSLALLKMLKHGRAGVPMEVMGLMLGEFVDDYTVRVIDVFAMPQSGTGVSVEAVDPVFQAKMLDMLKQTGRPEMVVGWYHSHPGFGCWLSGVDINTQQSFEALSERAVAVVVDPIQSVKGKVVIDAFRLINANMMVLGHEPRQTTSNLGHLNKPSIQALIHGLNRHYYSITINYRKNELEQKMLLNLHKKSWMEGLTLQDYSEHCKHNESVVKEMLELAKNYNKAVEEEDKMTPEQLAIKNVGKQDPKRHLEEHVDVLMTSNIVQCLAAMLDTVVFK
CSN inh – CSN deneddylation inhibition. inhibition, % at 12.5 µM. AID 651999. actives 0.38% (n = 360,000). Q92905. Purified CSN, SCF-Nedd8-OG deneddylation, fluorescence polarization;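 active = pattern-corrected inhibition above about 35%, with an unprinted fluorescence ratio check between 0.5 and 1.5, limit read from the data, passing the limit was not always enough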;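 note: 0% = enzyme with substrate and 100% = substrate without enzyme; some results filed as inactive read as strong as hits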
Target sequence (Q92905 whole entry, looked up, one chain of several): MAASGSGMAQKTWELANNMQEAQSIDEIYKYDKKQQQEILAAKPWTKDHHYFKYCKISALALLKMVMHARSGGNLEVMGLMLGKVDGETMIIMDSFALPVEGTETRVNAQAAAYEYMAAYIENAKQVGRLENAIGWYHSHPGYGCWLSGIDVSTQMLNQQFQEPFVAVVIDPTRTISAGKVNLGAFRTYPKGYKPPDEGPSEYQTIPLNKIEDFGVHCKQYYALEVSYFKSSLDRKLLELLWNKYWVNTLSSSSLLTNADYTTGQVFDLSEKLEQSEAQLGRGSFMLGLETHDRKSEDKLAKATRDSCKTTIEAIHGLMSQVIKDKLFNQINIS
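Material: human Csn5 produced in HEK293T cells; Input: enzyme 0.24 nM; Reagent: SCFSkp2-Nedd8OG substrate at 10 nM final; Dosing: 12.5 µM compound; Incubation: 90 min reaction at room temperature; Detection: fluorescence polarization of the substrate; Evaluation: % inhibition of substrate cleavage by Csn5; Control set: substrate-only high control, full reaction low control.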
SUMO1-SIM PPI – alters human SUMO1 binding to SIM partners. actives 0.33% (n = 360,000). inhibition, % at 20 µM. P63165. SUMO1 binding to a labelled peptide, TR-FRET, 1 h; in the data active = inhibition above about 37%
Target sequence (P63165 whole entry, looked up): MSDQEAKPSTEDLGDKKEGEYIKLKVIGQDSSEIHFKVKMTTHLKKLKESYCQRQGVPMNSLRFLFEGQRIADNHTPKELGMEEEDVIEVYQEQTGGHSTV
NadD inh – blocks S. aureus nicotinate mononucleotide adenylyltransferase | purified NadD enzyme, colorimetric absorbance read-out | inhibition, % at 20 µM | actives 0.78% (n = 360,000) | AID 602399; in the data active = inhibition above about 26%; note: some compounds past the cut are filed as inactive
Starred values were filed as active, the others as inactive; i = inactive; / = no result given.

SMILES	PABP1 MLLE inh	STEP inh	Scp-1 inhibitor	DNMT1 block	Tb MetRS inh	LMPTP inh	Rpn11 block	CSN inh	SUMO1-SIM PPI	NadD inh
Cc1ccc(S(=O)(=O)N(C)c2ccc(C(=O)NCC(c3cccs3)N3CCOCC3)cc2)cc1 (stereo not drawn)	5	0	-10	2	-0.6	-0.2	i	2	5	-6
O=C1NCCc2c1[nH]c1ccc([N+](=O)[O-])cc21	1	0	-4	-3	-0.3	0.1	i	-3	-16	-3
NC(=O)CC1Nc2cccc3cccc(c23)NC1=O (stereo not drawn)	9	-2	7	-22	-0.4	-0.9	i	4	-2	-4
CSc1nc(N)nc(SCC(=O)Nc2ccc(Cl)cc2)c1C#N	-2	-2	-8	-4	0.9	3.7	i	-1	4	-5
CSc1nc(Cl)c(Cc2ccc(OCC(C)C)cc2)c(N2CCOCC2)n1	0	2	-3	4	-0.2	3.6	i	3	-5	1
COC(=O)CN(C(=S)Nc1ccc(F)cc1)C1CC(=O)N(c2ccccc2)C1=O (stereo not drawn)	-11	-4	-8	-1	-0.8	-1.2	i	-13	-1	-10
COc1ccc(NC(=S)Nc2cc(C)cc(C)n2)cc1OC	11	0	-9	11	0.1	-0.7	i	1	2	1
Cc1c(C#N)c(O)[nH]c(=O)c1N=Nc1ccc(Br)cc1C(=O)O	-119	8	17	0	-0.6	13	/	56*	-26	0
COc1ccc2sc(-c3ccc(N(C)C)cc3)c(C#CCO)c2c1	-5	-4	1	-29	-0.4	2.1	i	7	-7	-5
COc1ccc(-c2n[nH]c(C)c2-c2cnn(-c3ccccc3)c2)c(O)c1	-6	-2	0	-6	-0.1	2.6	i	5	5	6
CCCNC(=O)C1(C)CCN(C(=O)c2cccc(C#N)c2)C1 (stereo not drawn)	9	1	/	5	-0.1	-0.8	i	0	-14	2
CCOC(=O)C1CCN(Cc2nc3ccc([N+](=O)[O-])cc3c(=O)n2-c2ccc(OC)cc2OC)CC1	-17	6	-13	-3	-0.2	1.5	i	0	-30	3
Cc1cccc(N2CCN(C(c3ccccc3)c3nnnn3C(C)(C)C)CC2)c1C (stereo not drawn)	5	3	-2	-5	-0.2	4.7	i	1	-1	-1
COc1cccc(C(=O)N2C(C(=O)O)CSC2c2ccccc2Cl)c1 (stereo not drawn)	6	1	-5	4	-1.1	-2.4	i	-3	-1	-6
O=C(NCC(c1ccco1)N1CCCCC1)c1ccc([N+](=O)[O-])s1 (stereo not drawn)	-17	-4	5	-3	0.2	0.1	i	-6	-36	1
CC(C)C[C@@H]1CN(CCCC[C@H]2CNC(=O)C(=O)N2CCC2CCCCC2)C(=O)C(=O)N1Cc1ccccc1	/	/	/	/	-0.1	-1.0	/	-4	-4	19
CCOC(=O)C(C#N)=C1CCC=C(C)C1	-2	0	/	4	-0.1	-2.6	i	7	-18	0
CCCSc1nnc(Cn2c(=O)sc3ccccc32)n1-c1ccccc1	-24	2	-8	2	0.2	-0.5	i	0	0	0
CCCCN1CC(COc2ccccc2)OC1=O (stereo not drawn)	-3	-3	0	2	-0.4	-0.8	i	2	-2	8
COc1ccc(/C=C/C(=O)NCCC(=O)N2CCCN(C)CC2)cc1	5	-2	-2	-1	-0.4	-4.4	i	0	-8	-2
COc1ccc(S(=O)(=O)N2CCN(C(=O)CN3C(=O)NC(C)(C)C3=O)CC2)cc1	-10	0	-3	2	-0.2	-0.3	i	-2	-2	-4
COc1ccccc1/C=N/NC(=O)c1ccc(=O)n(C)c1	-6	-3	3	0	-1.3	0.2	i	-14	-3	2
Cn1ccnc1SCC(=O)Nc1ccc(SC(F)F)cc1	-2	-3	-9	-2	0.0	0.3	i	-4	2	-4
O=C(O)CCC(=O)Nc1nc2nc(-c3ccccc3)cc(-c3ccccc3)n2n1	13	0	3	2	-1.5	1.7	i	2	0	4
CCN(CC)C(=O)[C@H]1CC(CC(=O)NCCN2CCOCC2)C(=O)N2CCc3c([nH]c4ccccc34)[C@]12C (stereo partly drawn)	7	0	-5	4	-1.0	-9.1	i	0	0	1

Part of the list above in order of heavy-atom count, lowest first:
SMILES	PABP1 MLLE inh	STEP inh	Scp-1 inhibitor	DNMT1 block	Tb MetRS inh	LMPTP inh	Rpn11 block	CSN inh	SUMO1-SIM PPI	NadD inh
CSc1nc(N)nc(SCC(=O)Nc2ccc(Cl)cc2)c1C#N	-2	-2	-8	-4	0.9	3.7	i	-1	4	-5
COc1ccc(-c2n[nH]c(C)c2-c2cnn(-c3ccccc3)c2)c(O)c1	-6	-2	0	-6	-0.1	2.6	i	5	5	6
COC(=O)CN(C(=S)Nc1ccc(F)cc1)C1CC(=O)N(c2ccccc2)C1=O (stereo not drawn)	-11	-4	-8	-1	-0.8	-1.2	i	-13	-1	-10

(listing goes on)
SMILES	PABP1 MLLE inh	STEP inh	Scp-1 inhibitor	DNMT1 block	Tb MetRS inh	LMPTP inh	Rpn11 block	CSN inh	SUMO1-SIM PPI	NadD inh
O=C(c1ccco1)N1CCN(C(c2coc3ccc(Cl)cc3c2=O)c2nnnn2C2CCCC2)CC1 (stereo not drawn)	12	1	-6	1	-0.6	1.2	i	4	6	0
CCC(=O)N(CCC1(c2ccccc2OC)CCOC(C(C)C)C1)Cc1ccco1 (stereo not drawn)	14	8	17	-2	0.6	1.7	i	2	2	0
CC(NS(=O)(=O)c1ccc(Cl)cc1)C(=O)OCC(=O)Nc1ccc(N(C)C)cc1 (stereo not drawn)	1	-1	-4	-21	-0.4	1.9	i	2	2	-4
CC1(C)CC2(C)CC(=O)C1C(C(=O)O)C2C(=O)O (stereo not drawn)	3	-1	/	2	-0.2	-1.3	i	2	-3	-9
CC(C)(C)c1csc(N/N=C/c2ccc(O)cc2)n1	-18	1	-5	-13	-0.7	4.0	i	0	-2	9
COc1ccc(CN2CC(=O)N(c3ccc(C)cc3C)C2=S)cc1OC	2	1	-11	-1	0.1	-0.8	i	-2	-6	-9
CC(=O)Nc1nc(C2CC2)cc(-c2ccccc2)c1C#N	12	2	-6	-1	0.1	-1.3	i	1	-3	-2
CC(C)Sc1snnc1-c1ccccc1	23	0	3	2	-1.9	1.6	i	-6	0	-1
Cc1nnc(SCC(=O)NNC(=O)COc2ccc(Cl)cc2)s1	-2	-2	-5	2	-0.2	-1.2	i	9	3	1
COc1ccc(CCNC(=O)CSc2cc(=O)[nH]c(N)n2)cc1OC	13	-2	-6	6	-0.8	-4.1	i	-1	-2	-1
CC(C)c1nc2oc3c(NCc4ccccn4)ncnc3c2c2c1COC(C)(C)C2	-1	0	-12	1	-0.6	1.7	i	0	-1	2
N#Cc1ccc(C(=O)CN2CCN(c3ccccc3)CC2)cc1	4	2	-5	-1	0.1	-0.9	i	2	-1	-2
C=CCN1CCN(C(=O)c2ccc3c(c2)OCO3)CC1	9	-1	-11	0	-0.1	-0.6	i	-2	-2	6
COc1cccc(NC(=S)NNC(=O)CCn2cc([N+](=O)[O-])cn2)c1	3	3	-3	4	0.2	-0.1	i	-7	-3	0
Cc1c(C(=O)OCC(=O)Nc2ccc(S(N)(=O)=O)cc2)oc2c1ccc1ccccc12	-14	0	19	18	-1.5	0.4	i	-3	3	16
S=C(Nc1ccccc1)Nc1ccccc1Br	16	-2	-4	2	0.2	-0.2	i	-1	8	-3
Cc1cccc(C)c1NC(=O)NC1(C(=O)NCC2CCCO2)CCCCC1 (stereo not drawn)	-3	-8	3	4	-1.8	1.1	i	-1	4	-2
CCc1ccc(N2C(=O)CN(Cc3ccccc3)C2=S)cc1	-5	-1	-16	-2	-1.1	1.7	i	1	-7	-7
O=C(CSc1ccc(-c2ccccn2)nn1)Nc1cccc(F)c1	12	-1	-2	-4	0.1	0.8	i	1	-3	3
CC1(C(=O)NS(=O)(=O)c2cccc(Cl)c2)CCN1C(=O)Cc1ccc(-c2ccccc2)cc1 (stereo not drawn)	4	-2	/	0	-0.2	-0.5	i	-3	7	0
O=C(COc1ccccc1)Nc1nnc(S(=O)(=O)Nc2ccccc2)s1	-43	-5	-16	5	-0.4	-1.1	i	4	12	-5
COc1ccc(/C=C/C(=O)NCC(=O)N/N=C/c2cc(Br)ccc2OC)cc1	1	-1	-4	-2	-0.4	2.1	i	1	-1	20
CCOC(=O)CCCCCC(=O)Nc1ccc2c(c1)CC(=O)N([C@@H](C)CO)C[C@H](C)[C@@H](CN(C)Cc1ccccc1)O2	2	-2	-4	-3	-0.1	0.0	i	0	5	-6
CCc1cccc(C)c1NC(=O)C1CCCN(S(C)(=O)=O)C1 (stereo not drawn)	9	0	-3	1	-0.3	-0.6	i	2	1	-1
O=C(NC1CC2CCCC(C1)N2C(=S)Nc1ccccc1Cl)C1CC1 (stereo not drawn)	-7	1	-5	3	0.2	-0.4	i	1	7	-5
SMILES	PABP1 MLLE inh	STEP inh	Scp-1 inhibitor	DNMT1 block	Tb MetRS inh	LMPTP inh	Rpn11 block	CSN inh	SUMO1-SIM PPI	NadD inh
COc1ccccc1NC(=O)CCC(=O)Nc1ccccc1OC	-7	-2	-5	16	-0.2	0.7	i	-3	1	-6
CCc1nc2sc3c(c2c(=O)o1)CCCC3	16	2	8	-4	-0.1	-0.2	i	3	5	-1
Nc1c(NCCCN2CCOCC2)c2ccccc2oc1=O	15	6	-8	-2	0.0	-5.5	i	1	0	-2
Cc1cccc(NC(=O)CS(=O)CC(=O)Nc2cnc3ccccc3c2)c1C (stereo not drawn)	1	-1	1	1	3.4	-0.1	i	-1	-4	-5
O=C(COC(=O)[C@@H]1CC(O)CN1S(=O)(=O)c1ccc2c(c1)OCCO2)Nc1cc(F)ccc1F (stereo partly drawn)	-4	1	-7	3	-0.2	-1.7	i	3	-2	-3
CC(C)c1nnc(NC(=O)CS(=O)(=O)Cc2ccccc2)s1	41*	-2	-6	0	-0.6	-1.9	i	1	3	2
COc1ccccc1C(=O)Nc1nnc(C)s1	5	-3	-6	1	0.0	-0.8	i	-1	0	-1

High-throughput results as filed in PubChem.
